Screens: PubChem BioAssay, National Center for Advancing Translational Sciences (NCATS)
LDHA inh – blocks human lactate dehydrogenase A; purified LDHA, NADH/diaphorase-resazurin fluorescence; active compounds read low; activity change, % (values are at about 110 or 230 µM); 480,000 compounds, 0.15% hits; AID 1347041; in the data active = activity change below about -30%; inconclusive = mostly about -25% to -30%;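 note: plate controls were DMSO wells for no effect and wells without enzyme for full effect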
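Human LDH5 at 2 nM final in Tris HCl pH 7.4 with 0.06 mM NADH and 0.2 mM pyruvate, reacted 5 minutes at room temperature. Remaining NADH coupled via diaphorase/resazurin; resorufin fluorescence read at 0 and 20 minutes, normalized to enzyme-free and DMSO wells.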
ERG Ets-DNA blk – ERG Ets/DNA interaction inhibition. fluorescence polarization, His-ERG Ets domain / labelled DNA. P11308. 370,000 compounds, 0.028% hits. Potency, µM (highest dose often 76.9 µM), without a hit: at the top dose FP activity, negative = inhibition, usual class: inhibitors; active = well fitted inhibition curve with a large enough effect in the polarisation, with a control signal flat; inconclusive = small, poorly fitted or top-dose-only effect, or effect the other way, or a change in a side signal; inactive = no such curve, though single readings can be large or run the other way; the % refers to the polarisation;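 note: polarization taken with two DNA probes labelled with fluorescein and Texas red; potency is the fitted concentration of half-maximal effect; % of control where 0% means no effect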
Target sequence (P11308 whole entry, looked up, the tested form may be a part): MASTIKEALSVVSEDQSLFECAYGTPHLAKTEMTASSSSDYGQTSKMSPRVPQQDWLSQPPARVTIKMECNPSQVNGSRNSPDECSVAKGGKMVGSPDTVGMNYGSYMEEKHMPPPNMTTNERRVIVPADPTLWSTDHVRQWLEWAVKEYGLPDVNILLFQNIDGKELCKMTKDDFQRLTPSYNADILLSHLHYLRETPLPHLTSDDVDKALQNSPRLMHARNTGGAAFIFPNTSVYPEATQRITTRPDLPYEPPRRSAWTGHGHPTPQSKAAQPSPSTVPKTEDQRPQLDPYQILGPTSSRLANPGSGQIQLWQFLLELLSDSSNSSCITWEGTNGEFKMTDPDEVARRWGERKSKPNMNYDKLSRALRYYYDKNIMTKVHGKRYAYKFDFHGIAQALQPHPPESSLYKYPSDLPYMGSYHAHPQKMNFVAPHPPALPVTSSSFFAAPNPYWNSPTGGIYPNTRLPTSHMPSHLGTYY
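His-tagged ERG Ets domain (1 uM in the protein solution; 300mM KCl, 50mM Tris-HCl, 1mM EDTA, 1mM DTT, pH 7.5) received compound, then a probe mix of 5 nM fluorescein-DNA and 100nM Texas-615-DNA. Fluorescence polarization was read for both dyes.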
Pol kappa inh – blocks human DNA polymerase kappa activity. Q9UBT6. purified Pol kappa, fluorescent DNA synthesis assay, 10 min. Potency, µM (highest dose often 107 µM), without a hit: at the top dose activity, negative = inhibition, usual class: inhibitors. 400,000 compounds, 0.53% hits. AID 588579; note: potency is the fitted concentration of half-maximal effect; % is set by controls: 0 for no effect and ±100 for the full control effect
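10 nM Pol kappa was preincubated with compounds for 15 min at room temperature. Reaction started with 50 nM (final) substrate. Fluorescence read kinetically at 0 and 10 min.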
Pol eta inh – inhibitors of human DNA polymerase eta. Potency, µM (top dose mostly 114 µM), for inactives: at the top dose activity change, negative = inhibition, most hits filed as inhibitors. 390,000 compounds, 1.2% hits. AID 588591. Q9Y253. recombinant Pol eta, fluorescent DNA replication assay; note: potency is the fitted concentration of half-maximal effect; % is set by controls: 0 for no effect and ±100 for the full control effect
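Pol eta (10 nM) was preincubated with compounds for 15 min at room temperature, after which fluorescent replication substrate (50 nM final) was added to start the reaction. Fluorescence was read kinetically at 0 and 10 min.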
12-LOX inh – inhibitors of human 12S-lipoxygenase ALOX12. 580,000 compounds, 1.1% hits. purified 12hLO, xylenol orange hydroperoxide absorbance. Potency, µM (top dose mostly 108 µM), for inactives: at the highest dose activity change, negative = inhibition, hits mostly inhibitors. AID 1671190. P18054; note: potency is the fitted concentration of half-maximal effect; % is set by controls: 0 for no effect and ±100 for the full control effect
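Purified human 12hLO at 150 nM in 25 mM Hepes, 0.01% Triton X-100, pH 7.0, preincubated 15 min at room temperature with compound. Reaction started with 40 uM arachidonic acid, 30 min at room temperature. Hydroperoxide measured by Fe-xylenol orange, 573/405 nm absorbance ratio.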
Anesthetic bind – candidate novel general anesthetic via apoferritin binding. P02791. apoferritin/1-aminoanthracene competitive binding, fluorescence. Potency, µM (top dose mostly 77.5 µM), for inactives: at the highest dose activity change, negative = displacement, hits mostly inhibitors. 350,000 compounds, 0.074% hits. AID 485281; note: potency is the fitted concentration of half-maximal effect; % is set by controls: 0 for no effect and ±100 for the full control effect; nearly all actives have a fitted effect of over 20% in size
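Apoferritin-based anesthetic binding model; compound displacement of fluorescent 1-AMA measured as endpoint fluorescence after 10 minutes at room temperature, scaled to free-ligand and complex controls.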
Pol beta inh – inhibitors of human DNA polymerase beta. P06746. Pol beta primer extension/strand displacement, fluorescence kinetic. Potency, µM (top dose mostly 114 µM), inactives show at the top dose activity change, negative = inhibition, usual class: inhibitors. 340,000 compounds, 1.3% hits; note: potency is the fitted concentration of half-maximal effect; % is set by controls: 0 for no effect and ±100 for the full control effect
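Curves were derived by four-parameter Hill fits of normalized qHTS data. The kinetic fluorescent primer-extension read was taken at 0 and 10 min after 50 nM substrate, following a 15 min room-temperature preincubation of 10 nM enzyme with compounds.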
APE1 inh – blocks human APE1 abasic DNA cleavage | P27695 | recombinant APE1, TAMRA/BHQ-2 abasic DNA cleavage fluorescence | Potency, µM (series often up to 65.8 µM), for the others: top-dose activity change, negative = inhibition, hits mostly inhibitors | 350,000 compounds, 0.35% hits;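 note: potency is the fitted concentration of half-maximal effect; plate controls were vehicle for no effect and reference inhibitor for full effect; nearly all actives have a fitted effect of over 55% in size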
Target sequence (P27695 whole entry, looked up): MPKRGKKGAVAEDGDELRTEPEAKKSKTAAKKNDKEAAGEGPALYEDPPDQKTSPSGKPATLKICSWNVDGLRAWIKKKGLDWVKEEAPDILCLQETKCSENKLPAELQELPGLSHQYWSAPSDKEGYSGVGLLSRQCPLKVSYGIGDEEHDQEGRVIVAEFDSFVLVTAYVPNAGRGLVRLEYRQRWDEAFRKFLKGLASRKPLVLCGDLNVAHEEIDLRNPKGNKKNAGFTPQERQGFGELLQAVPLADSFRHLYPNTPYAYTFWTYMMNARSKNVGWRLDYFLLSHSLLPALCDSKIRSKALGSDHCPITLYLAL
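Endonuclease cleavage of a quenched abasic-site DNA duplex (50 nM) by APE1 (0.75 nM) was tracked by TAMRA dequenching. Compounds were preincubated with enzyme 15 min at room temperature; data normalized to buffer-only and DMSO wells plus NSC13755 control.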
RGS4 inh – blocks human RGS4-accelerated GTP hydrolysis | P49798 | Transcreener GDP fluorescence polarization, RGS4-accelerated GTP hydrolysis | Potency, µM (top dose mostly 114 µM), without a hit: top-dose activity change, negative = inhibition, usual class: inhibitors | 390,000 compounds, 0.039% hits | AID 504845; note: potency is the fitted concentration of half-maximal effect; % is set by controls: 0 for no effect and ±100 for the full control effect; nearly all actives have a fitted effect of over 75% in size; some results filed as inactive show a strong effect at the top dose
Target sequence (P49798 whole entry, looked up): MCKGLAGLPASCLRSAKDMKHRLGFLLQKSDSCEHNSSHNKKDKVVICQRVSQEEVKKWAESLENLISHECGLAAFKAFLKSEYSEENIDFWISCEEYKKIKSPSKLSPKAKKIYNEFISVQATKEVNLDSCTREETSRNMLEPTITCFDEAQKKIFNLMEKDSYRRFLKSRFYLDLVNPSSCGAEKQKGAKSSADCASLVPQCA
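MLSMR compounds (23 nl, pin-transferred) preincubated 10 min at room temperature with a 500nM (2x) first reagent, then RGS4 at 900nM (2x) plus Transcreener GDP mix added; fluorescence polarization (620/688 nm) read before and after 90 min at 30 °C.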
* = called active by the depositor; u = inconclusive; x = no result given; & = joins results of further samples; ! = a repeat was not active; [ ] = another dose, or the depositor's remark. Unless noted, calls come from the whole dose curve; as a rule, active = well fitted curve in the direction sought with a large enough effect; inconclusive = small, poorly fitted or top-dose-only effect, or another doubt; inactive = no such curve, though single readings can be large; an effect the other way counts as inactive or inconclusive. Some of the compounds tested; the hit share may differ from the screen's.

SMILES	LDHA inh	ERG Ets-DNA blk	Pol kappa inh	Pol eta inh	12-LOX inh	Anesthetic bind	Pol beta inh	APE1 inh	RGS4 inh
O=C(C1CCCN(S(=O)(=O)c2ccc(Br)s2)C1)N1CCN(c2cccc(Cl)c2)CC1 (centres undefined)	-3	-5%	4%	-18%	u	45%[activator]	1%	x	-14%
COc1cc(OC)c2c(C)c(CC(=O)N3CCCCC3)c(=O)oc2c1	3&-9	-3%	5%	-4%	-1%&-6%	-13%	35%	x	12%
O=C(NCCc1ccccc1)c1cc2ccccc2oc1=O	-2&0	0%	-16%	-5%	92%&-4%[activator]	-5%	3%	8%	18%
Cc1ccc(CNC(=O)CCCc2c[nH]c3ccccc23)cc1	-1	4%	-3%	-23%	-9%	-3%	3%	45%[activator]	17%
CCOc1cccc(SCc2noc(C(=O)NCC3CCCO3)c2C(=O)O)c1 (centres undefined)	5	-7%	1%	1%	-19%	-9%	7%	3%	26%
Cc1c(C(=O)N2CCC(C)CC2)oc2ccc(S(=O)(=O)N3CCC4(CC3)OCCO4)cc12	-10	x	-7%	-9%	1%	-24%	15%	10%	25%
CCOC(=O)N1CCN(c2cc(=O)n(-c3ccc(OCC)cc3)c(=O)[nH]2)CC1	0	-12%	4%	-12%	-8%	-9%	1%	6%	-4%
CCCCC/C=C/C=C1/C(=O)C=C[C@@H]1C/C=C\CCCC(=O)O	x	x	3.2µM*!	x	-4%[12.5 µM]	0%&-14%&-2%	x	u	u
COC(=O)[C@H](c1ccccc1Cl)N1CCc2sccc2C1	-7	-4%	-15%	-15%	u	-23%	-14%	3%	17%
COc1ccc2cc(C)c3nnc(SCC(=O)Nc4nc(-c5ccc(F)cc5)cs4)n3c2c1	2	9%	1%	-9%	18%	10%	29%	-2%	-35%
O=[N+]([O-])c1cc(C(F)(F)F)cc([N+](=O)[O-])c1NCCNC(=S)Nc1ccc(Cl)c(Cl)c1	0	-19%	0%	-10%	u	-10%	18%	-5%	-7%
Cc1ccccc1N=C1NC(=O)/C(=C/c2cccn2-c2cccc(C(=O)O)c2)S1	-6	7%	79µM*	18µM*	u	-15%	10µM*	18µM*	-15%
COc1ccccc1C1C(C(=O)NCc2ccccc2)=C(C)Nc2ncnn21 (centres undefined)	-6	0%	-14%	-11%	-10%	2%	0%	-7%	-23%
CCn1c2ccccc2c2cc(/C=N/NC(=O)c3cccc(C)c3)ccc21	-5	0%	-15%	2%	-4%	-13%	17%	-2%	20%
CCCC(C)NC(=O)COC(=O)c1ccccc1SCC(=O)NC(C)CCC (centres undefined)	-2	1%	3%	-7%	-23%	-7%	-2%	2%	17%
O=C(N/N=C/c1cccc(OC(=O)c2ccc3c(c2)OCO3)c1)c1cncc(Br)c1	-12	12%	-5%	-15%	22%	-11%	u	1%	26%
CCN1/C(=C/C=C2/SC(=Nc3cccc4ncccc34)N(C)C2=O)Sc2ccccc21	-3	29%	0%	-20%	u	x	x	x	-15%
CCc1nnc(SC(CC)C(=O)Nc2cc(C)ccc2C)c2cc3occc3n12 (centres undefined)	-6	-7%	-18%	-18%	0%	61%[activator]	11%	x	4%
CCn1nc(C)c(CCN(C)C(=O)Nc2cc(C)cc(C)c2)c1C	-2	1%	-13%[60.1 µM]	-23%	-8%	45%[activator]	3%	x	-5%
CCN(CC)CCNC(=O)c1ccc(-c2nc(CS(=O)(=O)c3ccc(C)cc3)c(C)o2)cc1	-4	2%	-3%	-15%	-23%	-10%	7%	x	36%
COc1ccc(C)c2sc(N3CCN(C(=O)c4ccco4)CC3)nc12	-1	1%	-10%[60.1 µM]	-10%	-29%	3%	2%	x	5%
CCn1c(-c2c[nH]c3ccccc23)n[nH]c1=S	-1	x	-4%	-6%	u	0%	17%	10%	-5%
O=C(COc1ccc(F)cc1)OCc1cc(=O)n2nc(C3CC3)sc2n1	1&-2	2%	-19%	3%	u	-19%	1%	x	-18%
COc1ccc(Cn2c(C(=O)O)c(CNC3CCCCC3)c3ccc(C)cc32)cc1	-2	-4%	3%	-17%	u	-11%	0%	x	6%
CCN1CCN(C(=O)c2cccc(OC3CCN(S(C)(=O)=O)CC3)c2)[C@@H](C)C1=O	6	1%	-1%	-12%	30%[activator]	-5%	-23%	-6%	14%
Cc1ccc(C)c(C2=NNC(=NCc3ccccc3)SC2)c1	-4	-1%	-3%	-12%	u	-10%	-20%	-3%	-27%
Cc1ccc(Cn2ccn(Cc3ccc(C)cc3)c(=O)c2=O)cc1	-2	3%	-13%	x	-9%	31%[activator]	5%	x	5%
O=S(=O)(CCN1CCN(c2ccccc2O)CC1)c1cc(Cl)ccc1Cl	4	3%	-13%	-25%	u	x	x	18%	-10%
COc1ccccc1N=C(C)C1=C(O)COC1=O	3	x	0%	9%	u	-1%	0%	2%	-28%
CCn1c(SCC(=O)N/N=C(/C)c2ccncc2)nc2ccccc21	-7	-8%	-9%	-6%	477%[activator]	-11%	11%	4%	17%
Cc1cccc(NC(=O)C(=O)NCC(c2cccnc2)N2CCc3ccccc3C2)c1C (centres undefined)	-4	0%	-7%	-19%	-19%	-5%	-2%	x	-4%
CCOc1ccccc1/C=N/n1nnnc1N	-6	23%	-4%	3%	-9%	-4%	31%	4%	10%
COc1ccc2c(c1OC)C(=O)OC2CC(=O)c1ccc(O)cc1 (centres undefined)	-11	-1%	-8%	-11%	0%	-20%	0%	-4%	20%
O=C(CNc1cccc([N+](=O)[O-])c1)N/N=C/c1ccc(F)cc1	-2	9%	4%	-3%	2%	u	-1%	-4%	7%
CCOC(=O)C(C)(C)N(Cc1cccc(C)c1)S(=O)(=O)c1cccc([N+](=O)[O-])c1	-4	-6%	-8%	-10%	-12%	-6%	-13%	17%	-31%
CC1(C)Cc2c(cnn2-c2ccccc2)C(NC(=O)C2(C(N)=O)CC2)C1 (centres undefined)	-3	-1%	-7%	u	11%	-4%	-1%	17%	0%
CC1=CC(=O)[C@@H](O)[C@@H](c2ccccc2Br)N1C	1	-21%	14%	1%	0%	x	x	x	1%
CCOC(=O)c1c2ccccc2[n+]([O-])n1CCO	-3	13%	-10%	-7%	-6%	x	x	2%	25%
CC(=O)c1ccc(OCC(C)C)c(CN2CCCCC2)c1	-3&-5	9%	-5%	-15%	u	-10%	16%	0%	-34%
CC(C)C[C@H](NC(=O)N1CC(=O)Nc2ccccc21)C(=O)N[C@@H](Cc1c[nH]c2ccccc12)C(=O)O	-2	-9%	10%	-16%	u	-4%	35%	29%	-19%
COC(=O)c1cc(CNC(=O)C(C)NS(=O)(=O)c2ccc(C)c(C)c2)ccc1OC (centres undefined)	-2	-5%	2%	-19%	-24%	-7%	71%	4%	1%
Cc1nc2ccc(N=NC3=C(O)CC(C)(C)CC3=O)cc2s1	2	7%	-4%	-10%	-18%	3%	16%	1%	23%
CC(=O)Nc1ccc(C(=O)Nc2ccc(S(=O)(=O)NCC3CCCO3)cc2)cc1 (centres undefined)	-11	-7%	1%	-2%	-7%	-13%	u	u	23%
CCc1ccc(N=C2NC(=O)/C(=C/c3cc(OC)c(O)c(OC)c3)S2)cc1	4	142%[activator]	-11%	-25%	u	u	u	22%	-19%
CCCCCCn1c(CN2CCCCC2)nc2c1c(=O)n(C)c(=O)n2C	0	-14%	0%	-15%	-2%	x	x	x	0%
COc1ccc(S(N)(=O)=O)cc1C(=O)NNC(=O)c1cccc(S(=O)(=O)N2CCOCC2)c1	-8	x	0%	-13%	-3%	x	x	x	-36%
NC(=O)Nc1ccc(C(=O)OCC(=O)Nc2sccc2C(N)=O)cc1	-5	-6%	u	u	u	x	x	10%	1%
CS(=O)(=O)c1ccc2nc(NC(=O)CCN3C(=O)c4ccccc4C3=O)sc2c1	-8	17%	1%	-8%	-15%	0%	17%	-11%	-10%
O=[N+]([O-])c1ccccc1S(=O)(=O)N1CCN(CC2CC=CCC2)CC1 (centres undefined)	-17	-2%	-2%	-24%	u	-23%	0%	-7%	-9%
COc1ccccc1NCC(O)Cn1c2ccccc2c2ccccc21 (centres undefined)	1	-2%	-21%	-12%	0%	-10%	-1%	-1%	-13%
CCOC(=O)Cn1cnc2c(nnn2-c2ccc(F)cc2)c1=O	-7	-5%	-3%	-18%	34%[activator]	-7%	-4%	7%	-11%
COC(=O)c1cccc(NC(=O)Cc2coc3cc(OC)ccc23)c1	1	x	-2%	4%	-35%	-13%	21%	0%	10%
CCOC(=O)N1CCN(Cc2nc3c(c(=O)n(C)c(=O)n3C)n2Cc2ccccc2)CC1	0	-2%	1%	-13%	13%	-3%	-1%	7%	-4%
COc1cccc(N2CCN(C(=O)Cn3ncc4c3-c3ccccc3OC4)CC2)c1	0	7%	10%	-19%	-1%	15%	11%	x	5%
COc1ccc(/C=C/c2onc(C)c2S(=O)(=O)N2CCC(C(=O)N3CCC(C)CC3)CC2)cc1	-1&0	-4%&-16%	9%	-13%&-22%	-28%&-10%	-22%&-15%	0%&-1%	19%	-4%[11.4 µM]
